Eya2 inh: blocks the phosphatase activity of human Eya2 | O00167 | recombinant Eya2, OMFP fluorescence dephosphorylation (OMFP is methylfluorescein phosphate) | Potency, µM (titrated, usually from 76.9 µM), for the others: at the highest dose activity, negative = inhibition, most hits filed as inhibitors | hit rate 0.006% among 330,000 | AID 488837; also: potency is read from the fitted curve at half-maximal effect; % is scaled to controls: 0 for no effect and ±100 for the full control effect
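Eya2 protein (added as 0.2 uM solution) was preincubated with compound for 10 min at ambient temperature in 50 mM HEPES pH 7.5, 50 mM NaCl, 5 uM MgCl2, 0.05% BSA, 1 mM DTT. OMFP (added at 50 uM) then reacted 10 min; fluorescence read at 485/525 nm.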
TCR activator: activates T cell receptor signaling; Potency, µM (series often up to 9.22 µM), for inactives: at the highest dose activation of IL-2 secretion, usual class: activators; AID 504894; 330,000 tested, under 10 active; primary human leukocytes, anti-CD3, IL-2 HTRF, 48 h; also: % of control where 0% means no effect
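Compounds are tested in HTS on primary human leukocytes co-incubated with a-CD3 beads for 48 hr. IL-2 output is measured by time-resolved FRET.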
Mito fusion act: mitochondrial division inhibition or fusion activation; S. cerevisiae fusion-defective mutant growth rescue, CellTiterGlo 48 h; Potency, µM (doses to about 46.1 µM), for inactives: top-dose growth rescue (activation), actives largely listed as activators; hit rate 0.23% among 320,000; AID 485298;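 also: potency is read from the fitted curve at half-maximal effect; % of control where 0% means no effect; nearly all actives have a fitted effect of over 45% in size; temperature-sensitive fusion mutants such as fzo1-1 at 37 °C on non-fermentable ethanol glycerol medium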
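Temperature-sensitive fusion-defective S. cerevisiae (e.g. fzo1-1, mgm1-5) were grown with compound in YPEG medium (3% ethanol, 3% glycerol) for 48 hours at 37C. Growth rescue was measured as viability by CellTiterGlo luminescence after 10 minutes at ambient.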
A-T KAP1 phos: potential ataxia-telangiectasia treatment; […] A-T fibroblasts, KAP-1 phosphorylation AlphaLISA; neocarzinostatin DNA damage 30 min before lysis; Potency, µM (highest dose often 57.5 µM), without a hit: at the highest dose activation, actives largely listed as activators; hit rate 0.19% among 320,000; also: potency is read from the fitted curve at half-maximal effect; % of control where 0% means no effect; nearly all actives have a fitted effect of over 45% in size
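hTERT-immortalized A-T patient fibroblasts ([…]), 500 cells/well in OPTI-MEM, 1% FBS, got compounds for 60 min, then NCS for 30 min at 37C. Lysates were then assayed for phospho-KAP-1 by AlphaLISA (anti-pKAP1 donor, anti-KAP1 acceptor beads), 6 hr at 25C.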
hERG WT inh: inhibitors of human wildtype KCNH2 potassium channel. activity change, % at 1.84 µM. AID 720551. U2OS, BacMam KCNH2, thallium flux FluxOr; hits give low values. hit rate 0.37% among 340,000. Q12809;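 active = maximum activity change below -70%; inconclusive = maximum activity change between -70% and -50%; inactive = maximum activity change above -50%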; also: % is scaled to controls: 0 for no effect and ±100 for the full control effect
Target sequence (Q12809 whole entry, looked up): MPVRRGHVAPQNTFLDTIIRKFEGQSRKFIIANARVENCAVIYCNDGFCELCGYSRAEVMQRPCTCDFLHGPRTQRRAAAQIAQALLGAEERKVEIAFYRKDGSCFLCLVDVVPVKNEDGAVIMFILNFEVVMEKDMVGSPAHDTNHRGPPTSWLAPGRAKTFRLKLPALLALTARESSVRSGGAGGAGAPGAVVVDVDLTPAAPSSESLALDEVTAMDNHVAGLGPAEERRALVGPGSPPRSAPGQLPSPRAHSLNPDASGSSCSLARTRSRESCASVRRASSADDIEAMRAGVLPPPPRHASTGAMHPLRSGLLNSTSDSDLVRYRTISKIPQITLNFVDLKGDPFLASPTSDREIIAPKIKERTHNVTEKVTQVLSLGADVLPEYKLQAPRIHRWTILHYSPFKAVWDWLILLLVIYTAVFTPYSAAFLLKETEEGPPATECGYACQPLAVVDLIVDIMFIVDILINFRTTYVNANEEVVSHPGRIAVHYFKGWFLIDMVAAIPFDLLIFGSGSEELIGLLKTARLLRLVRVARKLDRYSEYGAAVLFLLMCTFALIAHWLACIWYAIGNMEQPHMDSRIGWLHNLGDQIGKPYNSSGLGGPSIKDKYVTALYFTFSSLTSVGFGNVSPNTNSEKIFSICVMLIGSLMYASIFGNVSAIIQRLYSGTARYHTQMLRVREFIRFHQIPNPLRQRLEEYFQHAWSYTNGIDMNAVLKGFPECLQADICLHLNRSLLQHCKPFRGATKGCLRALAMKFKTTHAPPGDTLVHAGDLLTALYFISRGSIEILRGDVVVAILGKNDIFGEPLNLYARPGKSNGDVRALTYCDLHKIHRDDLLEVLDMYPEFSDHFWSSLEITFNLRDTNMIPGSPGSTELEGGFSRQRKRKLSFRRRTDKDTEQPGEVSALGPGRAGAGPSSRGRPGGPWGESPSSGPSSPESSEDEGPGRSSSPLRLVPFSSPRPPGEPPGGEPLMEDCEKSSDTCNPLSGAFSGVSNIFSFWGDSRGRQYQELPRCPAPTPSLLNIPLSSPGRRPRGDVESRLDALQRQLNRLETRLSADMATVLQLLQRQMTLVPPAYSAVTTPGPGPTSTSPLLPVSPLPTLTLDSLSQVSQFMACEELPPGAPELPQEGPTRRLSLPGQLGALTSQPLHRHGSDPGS
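U2OS cells transduced with wild-type KCNH2 virus are loaded with FluxOr dye for 45 min, and thallium flux is measured in kinetic reads before and after stimulation buffer. Rate constants are normalized to DMSO controls.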
TSHR antagonist: antagonists of human thyroid stimulating hormone receptor. P16473. TSHR-expressing cells, TSH-stimulated cAMP HTRF, 2 h; hits give low values. activity change, negative = inhibition, % at 11.5 µM. hit rate 0.2% among 330,000. AID 504810;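 active = activity change below a set negative limit, meaning inhibition stronger than a set level, cut at about -70% in these data; inconclusive = activity change between two set negative limits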; also: % is scaled to controls: 0 for no effect and ±100 for the full control effect
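Competitive HTRF cAMP read-out (cryptate anti-cAMP antibody, cAMP-d2; 30 min, room temperature) in freshly harvested TSHR cells. Compounds added before TSH at EC80 (4nM final), followed by 2 hours' incubation at 37 deg C.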
KCNH2 3.1 inh: inhibitors of human KCNH2 3.1 potassium channel isoform; U2OS KCNH2 3.1, thallium flux FluxOr; hits give low values; activity change, % (tested at about 1.8 µM); hit rate 0.95% among 340,000;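 active = maximum activity change below -70%; inconclusive = maximum activity change from -70% to -50%; inactive = maximum activity change above -50%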;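 also: thallium influx rate constant from kinetic fluorescence after stimulation buffer; % is scaled to controls: 0 for no effect and ±100 for the full control effect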
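Normalized rate constant (relative to positive and negative DMSO controls) derived from a 2 min kinetic fluorescence read after stimulation; U2OS cells expressing the 3.1 isoform via virus at 1.77 x 10^8 /mL.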
ELG1 repair inh: inhibitors of ELG1-dependent DNA repair in HEK293T cells. HEK293T ELG1-luciferase reporter, luminescence, 16 h; DNA damage induced by 5-fluorouridine. Potency, µM (series often up to 46.1 µM), for the others: at the highest dose activity change, negative = inhibition, actives largely listed as inhibitors. hit rate 2.3% among 330,000. AID 504467; also: potency is read from the fitted curve at half-maximal effect; % is scaled to controls: 0 for no effect and ±100 for the full control effect; nearly all actives have a fitted effect of over 55% in size
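Cells (2,000 per well) received 5-fluorouridine plus test compound or DMSO and were incubated 16 hr at 37 °C, 5% CO2. Luciferase activity was read by luminescence 30 min after ONE-Glo addition; signal suppression marked inhibition of damage-induced ELG1 function.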
USP2a block: blocks human ubiquitin-specific protease USP2a; AID 463254; O75604; USP2 core, Ub-CHOP2 coupled fluorogenic reporter, 485/531; Potency, µM (titrated, usually from 38.3 µM), for the others: at the highest dose activity change, negative = inhibition, actives largely listed as inhibitors; hit rate 0.01% among 330,000;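 also: potency is read from the fitted curve at half-maximal effect; plate controls were DMSO wells for no effect and full inhibition by NEM control for full effect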
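Cell-free coupled assay: 10nM USP2 core preincubated 30min RT with compound in Tris-HCl pH 8.0/CaCl2/CHAPS buffer, then 25nM Ub-CHOP2 and 25nM reporter substrate; fluorescence (Ex 485/Em 531) read after 60min RT, normalized to NEM inhibition, concentration-response curves fitted.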
TRPV1 agonist: human TRPV1 agonism. Q8NER1. TRPV1-expressing cells, Fluo-8 calcium influx, agonist mode. activation, % at 8.33 µM. hit rate 0.19% among 320,000; in the data active = activation above about 80%; inconclusive = between about 30% and that limit; also: 0% is about no effect
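Cells expressing TRPV1 were dye-loaded with Fluo-8 and read kinetically: 10 s baseline, 3 min after compound (agonist portion), then 2 min after EC20 capsaicin (allosteric enhancer portion). Calcium-bound dye fluorescence at 480/520 nm.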
* hit, by the source's call; i = inactive; u = inconclusive; x = not tested or not shown; [ ] = remark or other dose. Unless noted, calls follow the shape of the dose curve; as a rule, active = well fitted curve in the direction sought with a large enough effect; inconclusive = small, poorly fitted or top-dose-only effect, or another doubt; inactive = no such curve, though single readings can be large; an effect the other way counts as inactive or inconclusive.

SMILES	Eya2 inh	TCR activator	Mito fusion act	A-T KAP1 phos	hERG WT inh	TSHR antagonist	KCNH2 3.1 inh	ELG1 repair inh	USP2a block	TRPV1 agonist
Cc1ccc(S(=O)(=O)CCC(=O)Nc2ccccc2Cl)cc1	-2%	10%	2%	-7%	-20	-2	0	14%	4%	5
O=C(CN1CCN(Cc2ccc(Cl)cc2)CC1)N/N=C/c1ccccc1F	-1%	0%	-2%	42%	5	0	-11	0%	-8%	4
Cn1ncc(Cl)c1C(=O)N/N=C/c1ccccn1	1%	-6%[46.1 µM]	-1%	3%	6	41	-13	-12%	0%	-2
CCC(C)NC(=O)CN(c1cc(C)ccc1OC)S(C)(=O)=O (configuration not stated)	12%	8%	0%	0%	-3	-1	-13	5%	3%	1
Cc1ccccc1OCC(=O)NCC(=O)OCC(=O)c1ccc2ccccc2c1	-2%	0%	0%	12%	18	85	4	-2%	3%	1
CC(C)c1ccccc1NC(=S)NC(C)c1ccccc1 (configuration not stated)	-2%	-5%[46.1 µM]	0%	3%	6	-7	-7	-2%	0%	u
CCOC(=O)CSC1=C(C#N)C(c2ccccc2C)C2=C(CCCC2=O)N1 (configuration not stated)	14%	5%	2%	0%	-17	-10	5	-2%	-1%	1
C=CCn1cc(C(=O)N2CCN(C)CC2)c(=O)c2cc(S(=O)(=O)N3CCCC3)ccc21	11%	-2%	-1%	7%	1	9	0	3%	2%	0
COc1ccc(C(=O)N/N=C/c2ccc(N3CCOCC3)o2)cc1OC	0%	5%	11%	-3%	i	0	12	11%	4%	1
O=C(NC(N1CCCCCC1)C(Cl)(Cl)Cl)c1ccccc1Cl (configuration not stated)	8%	-4%[46.1 µM]	-5%	4%	-10	-3	-6	1%	5%	0
CCOC(=O)/C=C1\SCC(=O)N1CC(=O)Nc1ccc(C(C)C)cc1	5%	-1%	0%	x	-10	-4	6	6%	1%	1
CC(C)(C)c1ccc(OCCCC(=O)N2CCOCC2)cc1	2%	-9%	4%	-4%	x	1	10	u	0%	85*
Cc1ccc(C)c(OCC(=O)NCC2COc3ccccc3O2)c1 (configuration not stated)	-17%	-3%	8%	10%	21	-10	7	1%	-2%	10
Cc1ccc(Cl)cc1N1CCN(S(=O)(=O)c2c(C(=O)N3CCOCC3)c(C)n(C)c2C)CC1	-1%	-9%	19%	-4%	-41	-4	-1	u	-1%	5
COc1ccccc1NC(=O)NC1(C(=O)N2CCN(C)CC2)CCCCC1	-1%	5%	-1%	-5%	-5	3	-8	7%	2%	0
NC(=O)c1cc([N+](=O)[O-])ccc1NCc1ccc(N)cc1	-8%	9%	5%	10%	x	-3	x	-21%	2%	4
COc1ccc(CCN(C(=O)c2cccc(F)c2)C2CC(=O)N(c3ccccc3)C2=O)cc1 (configuration not stated)	0%	-1%[46.1 µM]	4%	-2%	15	2	-3	-4%	2%	-4
CC1CCC(C(C)C)C(OC(=O)C[n+]2cc(-c3ccc(Cl)cc3)n3c2CCC3)C1 (configuration not stated)	-6%	7%	-4%	-7%	-1	5	-2	u	0%	12
Cc1nn(C)cc1/C=N/NC(=O)c1sc2ccccc2c1Cl	5%	-3%	-5%	3%	-6	7	-26	u	-13%	1
COc1ccc(C)cc1NC(=O)CC(NC(C)=O)c1ccccc1 (configuration not stated)	-4%	7%	2%	10%	-21	-10	-2	-26%	1%	-14
O=C(O)/C=C/c1coc2ccccc2c1=O	-1%	5%[46.1 µM]	-6%	4%	-1	3	3	u	2%	1
O=C(CSc1nc2nccnc2c(=O)n1Cc1cccs1)Nc1ccccc1F	13%	2%	5%	10%	-38	13	-10	15%	0%	3
CCNc1nc(NCC)nc(Oc2ccc(OCc3ccccc3)nn2)n1	1%	x	2%	1%	x	3	x	u	1%	3
COc1ccc(/C=N/N2CCN(c3ccccc3OC)CC2)cc1Br	-2%	x	-3%	12%	4	5	-6	u	-2%	-2
Cn1c(N/N=C2\CCCc3ccccc32)nc2c1c(=O)n(Cc1ccccc1)c(=O)n2C	-11%	5%[46.1 µM]	0%	3%	15	-2	1	-17%	0%	2
CCCC1Cc2c(sc(N)c2C#N)CO1 (configuration not stated)	-4%	2%	3%	-7%	-9	-3	-3	19%	5%	1
O=C(COC(=O)c1cccc([N+](=O)[O-])c1)c1ccc(OCc2ccccc2)cc1	5%	-1%	-2%	5%	-9	1	-19	u	2%	1
CC(C)C1N=C(c2ccc3c(c2)OCO3)CC(c2ccccc2O)N1 (configuration not stated)	2%	2%	3%	34%	-3	-11	6	u	-1%	28
O=C(NCC1CCCO1)C(c1ccccn1)N(Cc1ccccc1Cl)C(=O)CN1C(=O)c2ccccc2S1(=O)=O (configuration not stated)	-9%	2%	-2%	0%	18	-3	5	-12%	3%	1
COc1ccccc1OCCCCCNCCO	-8%	4%	3%	-10%	31	-3	5	13%	-3%	4
CC(C)CC(=O)Nc1c2c(nn1-c1ccc([N+](=O)[O-])cc1)CS(=O)(=O)C2	4%	4%	1%	-4%	3	-4	2	15%	-2%	2
Cc1ccc(NS(=O)(=O)c2cccc(C(=O)n3ncc(C#N)c3N)c2)c(C)c1	4%	-1%	0%	-7%	39	-8	7	0%	-2%	-2
CCCCNc1cc(C)nc(NCc2ccccc2)n1	0%	-8%	-4%	1%	30	18	-30	15µM*	2%	2
CC(=Nc1cccc(C)c1)c1sc2ccccc2c1O	14%	0%	15%	-1%	-3	-5	-6	u	0%	8
CCS(=O)(=O)N1Cc2ccccc2CC1C(=O)Nc1ccc(OC)cc1OC (configuration not stated)	u	3%	5%	1%	4	-8	5	0%	-2%	11
Cc1ccccc1-c1cc(C(=O)NCc2ccco2)n(CC2CC(c3cccnc3)=NO2)n1 (configuration not stated)	0%	-4%	-6%	-15%	14	4	9	u	0%	-1
O=C(NC(=S)Nc1ccc(CN2CCOCC2)cc1)c1ccccc1[N+](=O)[O-]	-2%	-5%[46.1 µM]	-3%	-1%	2	12	21	-2%	1%	1
O=C(COC(=O)c1ccc(Cl)cc1)NC(=O)NC1CCCC1	-11%	6%	7%	-3%	-6	16	-16	16%	-5%	4
CCN1CCCC1CNC(=O)c1cc2c(-c3cccc(OC)c3)nn(C)c2s1 (configuration not stated)	1%	-18%	1%	-5%	0	-3	3	-12%	3%	4
O=C(Nc1ccnn1C1CCN(C(=O)c2ccc(C(F)(F)F)cc2)CC1)C1CC1	3%	-3%	9%	-2%	10	37	20	-1%	-1%	-1
N#CCCn1cc(/C=C(\C#N)c2nc3ccccc3s2)c(-c2ccc(F)cc2)n1	-13%	0%	-2%	3%	-2	4	-9	4%	-2%	12
CC12c3ccccc3C(c3ccccc31)C1C(=O)N(c3cccnc3)C(=O)C12 (configuration not stated)	5%	-1%	4%	-7%	2	12	2	-7%	1%	-1
Cc1ccc(CNC(=O)CCC2CCCN(Cc3c(C)nn(C(C)C)c3C)C2)o1 (configuration not stated)	0%	1%	-3%	4%[11.5 µM]	x	-9	-5	2%	-1%	-1
Cc1sc2nc(CSCC(=O)Nc3ccc(OC(F)F)cc3)[nH]c(=O)c2c1C	2%	-14%	3%	-8%	-4	17	-1	0%	0%	6
O=C(CSc1nnc(-c2cccnc2)o1)N1CCCCC1	2%	4%	-1%	0%	-16	-1	-2	1%	1%	-2
COc1ccc(-c2nc(CNS(=O)(=O)c3cc(OC)ccc3OC)cs2)cc1	-1%	1%	5%	9%	-3	-2	-2	16µM*	1%	12
CCCN1CCN(C(=O)CS(=O)(=O)Cc2nc(-c3cccc(OC)c3)oc2C)CC1	3%	-5%	16%	0%	3	1	28	-4%	0%	-3
O=c1c2ccccc2n(CC(O)CN2CCOCC2)c2ccccc12 (configuration not stated)	3%	-3%	0%	7%	23	1	-13	1%	0%	4
O=C(NCc1ccccc1Cl)C1CCCN1S(=O)(=O)c1ccc(F)cc1 (configuration not stated)	6%	-8%	4%	5%	-5	-8	2	-9%	-1%	10
CCCc1cc(=O)oc2c3c(cc(OCC(=O)NCCCn4ccnc4)c12)OC(C)(C)CC3	8%	-20%	-7%	6%	-3	-3	-4	u	0%	19
CCOc1ccccc1NC(=O)C1CCCN(S(C)(=O)=O)C1 (configuration not stated)	5%	3%	-3%	6%	-6	13	1	9%	1%	-1
CNC(=S)N/N=C/c1cn(CCOc2ccccc2OC)c2ccccc12	-3%	12%[46.1 µM]	19%	0%	1	-17	-1	-10%	-11%	-1

Bioassay records deposited in PubChem by National Center for Advancing Translational Sciences (NCATS).

Some of the compounds tested. The share of hits here may be higher or lower than overall.
